Bioassay records as filed in PubChem BioAssay.
RmlCD inh 1536: M. tuberculosis RmlC/RmlD inhibition. P9WH09+P9WH11. RmlC+RmlD coupled enzyme assay, percent inhibition; primary screen in compound mixtures. inhibition, % at 3.6 µM. 0.03% of 160,000 active. AID 1533; in the data active = inhibition mostly above about 34%, no sharp cut-off; note: some results filed as inactive read as strong as hits
Target sequence (P9WH09 whole entry, looked up): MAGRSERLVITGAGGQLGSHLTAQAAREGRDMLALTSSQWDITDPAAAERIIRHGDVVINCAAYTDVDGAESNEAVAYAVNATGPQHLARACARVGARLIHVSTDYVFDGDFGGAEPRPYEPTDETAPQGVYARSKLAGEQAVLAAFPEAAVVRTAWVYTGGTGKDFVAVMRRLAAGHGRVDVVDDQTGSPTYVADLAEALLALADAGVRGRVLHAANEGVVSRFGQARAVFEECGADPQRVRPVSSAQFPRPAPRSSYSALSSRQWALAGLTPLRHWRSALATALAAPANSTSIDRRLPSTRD
Target sequence (P9WH11 whole entry, looked up): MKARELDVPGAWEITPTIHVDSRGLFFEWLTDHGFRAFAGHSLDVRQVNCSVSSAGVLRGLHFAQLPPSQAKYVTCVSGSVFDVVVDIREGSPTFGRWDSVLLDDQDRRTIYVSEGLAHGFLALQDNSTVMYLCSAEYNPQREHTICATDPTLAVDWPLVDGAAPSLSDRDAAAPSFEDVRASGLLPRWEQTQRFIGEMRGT
GlmU inhibition: inhibition of mycobacterial GlmU enzyme – biochemical, glucosamine-1-phosphate acetyltransferase (AID 1376); 0.25% of 220,000 active; one-dose inhibition, %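 (tested at 30 µM in the primary screen)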; IC50 in µM for titrated hits; M. tuberculosis GlmU acetyltransferase enzyme assay; higher % means a stronger effect; in the data active = inhibition above about 13%;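 note: 0% = complete reaction with vehicle and 100% = reaction without substrate; strong numbers were not always called active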
Starred values were filed as active, the others as inactive; · = no result given. The list is partial. The share of hits here may be higher or lower than overall.

SMILES | RmlCD inh 1536 | GlmU inhibition
O=C(Nc1ccccc1-c1nc2ccccc2s1)c1ccco1 | 57 | -2.5%
O=C(NC1CCCCC1)C(c1cccnc1)N(C(=O)CCl)c1ccc(F)cc1 (stereo unspecified) | -11 | -2.2%
COCCNC(=S)NC12CC3CC(CC(C3)C1)C2 | · | 1.2%
O=C(Nc1cccc(O)c1)c1cc2nc(-c3ccccc3)cc(-c3ccccc3)n2n1 | 3 | 1.5%
CC1=CC(=O)C(C(C)=Nc2ccccc2Cl)C(=O)O1 (stereo unspecified) | -11 | -1.7%
CC(C)CN(C(=O)c1nn(C)c(=O)c2ccccc12)c1nc2ccccc2s1 | 12 | -1.5%
Cc1ccc2c(c1)c1c(n2C)C(=O)CCC1 | · | -1.4%
CCOC(=O)c1nc2ccccc2c(=O)n1-c1ccc(C)cc1 | -4 | 1.9%
O=C(CCCn1c(=S)[nH]c2ccc(Br)cc2c1=O)N1CCN(c2ccccn2)CC1 | · | -0.4%
O=C(CCc1ccccc1)OCC(=O)c1cccc([N+](=O)[O-])c1 | -10 | 2.5%
CCOCCCNCc1ccc(OCc2ccccc2Cl)cc1 | 17 | -0.3%
COc1ccc(S(=O)(=O)N2CCCC2C(=O)NCc2cccs2)cc1 (stereo unspecified) | · | -4.0%
Cc1ccc(S(=O)(=O)N2CCN(S(=O)(=O)N3CCOCC3)CC2)c(C)c1 | 11 | 6.4%
CCCCOC(=O)CCc1n[nH]c(=O)[nH]c1=O | -10 | 2.0%
O=C(CNC(=S)N(CCCN1CCOCC1)Cc1cccs1)NC1CCCCC1 | 7 | 2.2%
CCc1nc2ccccc2c2nc3ccccc3n12 | · | 1.3%
O=[N+]([O-])c1ccc(OCCOc2ccccc2/C=N/n2cnnc2)cc1 | -12 | -2.3%
N/C(=N\OC(=O)c1ccc(Cl)cc1)c1ccc(Cl)cc1 | 4 | -2.6%
CC(C(=O)c1ccc(-c2ccccc2)cc1)[n+]1cccc(NC(=O)c2ccccc2)c1 (stereo unspecified) | -7 | -6.2%
CCOC(=O)C(CSCC(=O)c1ccc(Cl)cc1)NC(=O)OC(C)(C)C (stereo unspecified) | · | -1.7%
O=C(COc1ccc(C(=S)N2CCOCC2)cc1Cl)Nc1ccccc1Cl | -14 | -0.8%
Cc1cc(/C=c2\sc3nc4ccccc4n3c2=O)c(C)n1-c1ccc(C(=O)O)cc1 | · | 171µM*
CCN(C(=O)CSc1ncccc1C(=O)O)C1CCCCC1 | 0 | -5.4%
CCOCCCNC(=O)C(NC(=O)Cc1c[nH]c2ccccc12)c1ccccc1 (stereo unspecified) | -12 | -2.6%
S=C(NCC1COc2ccccc2O1)Nc1ccc(Br)cc1 (stereo unspecified) | 10 | 0.7%
Nc1nc(SCC(=O)N2CCOCC2)[nH]c(=O)c1-c1ccccc1 | 2 | -5.7%
S=c1[nH]nc(-c2ccncc2)n1/N=C/c1ccccc1 | 7 | -1.9%
Cc1oc(-c2ccccc2F)nc1CN1CCC(C(=O)NCc2ccco2)CC1 | 12 | -3.0%
Cc1cc(CN(C)C(=O)CCc2nnc(Cc3cccc(C(F)(F)F)c3)o2)on1 | 4 | -3.9%
Cc1oc2cc(OCc3cnn(-c4ccccc4)c3)ccc2c(=O)c1Oc1ccccc1F | -10 | 6.4%
CCOC(=O)c1sc(=S)n(-c2ccccc2)c1C | 24 | -0.8%
CCCCc1nnc(NC(=O)CSc2nc(O)c(-c3ccccc3)c(=O)[nH]2)s1 | 8 | -3.6%
CCCc1cc(=O)[nH]c(SCc2nc3ccccc3s2)n1 | 2 | 2.2%
COc1ccc(-n2nc(C(N)=O)c(O)cc2=O)cc1 | -1 | 5.1%
Cn1c(N)c(C(=O)COc2ccc(Cl)cc2Cl)c(=O)n(C)c1=O | 2 | -4.2%
COC(=O)CC1C(=O)NCCN1C(=S)Nc1cc(C)cc(C)c1 (stereo unspecified) | 2 | 3.5%
COc1ccc(Oc2cccc(Cl)c2CNC(=O)c2ccccc2C(=O)O)cc1 | 5 | 1.9%
CCOC(=O)C1CCN(c2nc3cc(OC)ccc3cc2C#N)CC1 | -7 | 2.8%
Cc1c([N+](=O)[O-])c(C/C=N/O)nn1C | 80 | ·
CN(C=C1C(=O)CC(C)(C)CC1=O)CCN1CCNCC1 | 5 | 4.5%
COc1cccc(/C=C2\N=C(c3c(-c4ccccc4)noc3C)OC2=O)c1OC | -4 | -4.2%
COc1ccc(C(=O)Nc2ccccc2C(N)=O)cc1 | 109 | 0.2%
COC(OC)C(C)NC(=O)NC(=O)c1ccccc1Cl (stereo unspecified) | -21 | 4.2%
COc1ccc(CNC(=O)c2c(O)c3cccc4c3n(c2=O)CCC4)cc1 | 7 | 0.4%
Cc1[nH]c(=O)[nH]c(=O)c1S(=O)(=O)N1CCCC(C(=O)NCc2ccccc2Cl)C1 (stereo unspecified) | · | 1.4%
O=C(O)c1ccc(NC(=O)c2cn(-c3ccccc3)nc2-c2ccc(Cl)cc2)cc1 | 5 | 1.1%
COC(=O)c1c(C(=O)OC)c(-c2cccc(Cl)c2)n2c1CS(=O)C2 (stereo unspecified) | -11 | -5.5%
O=C(CSc1nnc(-c2ccccc2)o1)n1c2c(c3ccccc31)CCCC2 | -10 | 5.4%
Cc1ccc(S(=O)(=O)N2CCCC(C(=O)Nc3cccnc3)C2)cc1 (stereo unspecified) | -17 | 0.6%
CCn1c(COc2ccccc2C)nnc1SCC(=O)OC | 6 | 5.0%
CCOC(=O)c1ccc(NC(=O)/C=C/c2cccs2)cc1 | 8 | 1.4%
CC(C(=O)Nc1cccc([N+](=O)[O-])c1)N(c1ccccc1)S(C)(=O)=O (stereo unspecified) | 9 | -7.2%
O=C(C1CCN(S(=O)(=O)Cc2ccccc2)CC1)N1CCCc2ccccc21 | -3 | -0.6%
CC1(C)c2ccccc2-n2c1cc1oc(=O)cc(O)c1c2=O | 37 | -3.9%
CC(C)c1ccc(CNC(=O)CSCC(=O)Nc2ccc3ccccc3c2)cc1 | 11 | -2.7%
Cc1onc(-c2ccccc2)c1C(=O)Nc1ccncc1 | 0 | -0.4%
COc1ccccc1C(=O)OCC(=O)Nc1cc(S(=O)(=O)N2CCOCC2)ccc1N1CCCC1 | 1 | 5.0%
Cc1ccc(S(=O)(=O)CCc2nnc(NC(=O)c3cnccn3)s2)cc1 | · | 7.0%
O=C(C1=COCCO1)N1CCN(C(c2ccccc2)c2ccccc2)CC1 | · | -1.8%
Cc1ccccc1C(=O)c1c[nH]c(C(=O)NCC2CCCO2)c1 (stereo unspecified) | · | -1.1%

Part of the list above in order of length of the SMILES, smallest number first.
SMILES | RmlCD inh 1536 | GlmU inhibition
Cc1onc(-c2ccccc2)c1C(=O)Nc1ccncc1 | 0 | -0.4%
CCOC(=O)c1ccc(NC(=O)/C=C/c2cccs2)cc1 | 8 | 1.4%
CC1(C)c2ccccc2-n2c1cc1oc(=O)cc(O)c1c2=O | 37 | -3.9%
O=C(C1=COCCO1)N1CCN(C(c2ccccc2)c2ccccc2)CC1 | · | -1.8%
Cc1ccc(S(=O)(=O)CCc2nnc(NC(=O)c3cnccn3)s2)cc1 | · | 7.0%
O=C(C1CCN(S(=O)(=O)Cc2ccccc2)CC1)N1CCCc2ccccc21 | -3 | -0.6%
CC(C(=O)Nc1cccc([N+](=O)[O-])c1)N(c1ccccc1)S(C)(=O)=O (stereo unspecified) | 9 | -7.2%

Later entries:
SMILES | RmlCD inh 1536 | GlmU inhibition
Cc1cccc(C(=O)NC2=NCCS2)c1 | 6 | -1.4%
COc1ccc(/C=N/Nc2nnc(-c3ncc[nH]3)c3ccccc23)cc1 | 18 | 1.1%
O/N=C1/CCc2nonc2/C1=N/O | · | 3.6%
COc1ccccc1N(CC(=O)Nc1cccnc1)S(=O)(=O)c1ccccc1 | 3 | 0.0%
CCOC(=O)c1cnc2ccc(OCC)cc2c1N(C)Cc1ccccc1 | 16 | -0.1%
CCOC(=O)c1cc(=O)n2nc(-c3ccc(C)cc3)nc2s1 | 0 | 0.5%
CNC(=S)Nc1ccc2[nH]c(=O)[nH]c2c1 | 10 | -1.4%
CC(C)N1C(=O)C2C(c3ccccc3O)NC(C)(C(=O)O)C2C1=O (stereo unspecified) | -4 | -4.3%
CCCC(C)NC(=O)Cc1ccc(Br)cc1 (stereo unspecified) | -4 | -0.2%
COc1cccc(CNC(C)(C)CO)c1OCc1ccc(Cl)cc1 | -15 | -2.6%
COc1cc2c(cc1OC)CN(C(=O)COc1ccc(C#N)cc1)CC2 | -8 | -0.1%
N=C1/C(=C\c2coc3ccccc3c2=O)C(=O)N=C2SC=CN12 | 6 | -0.1%
COC(=O)c1c(NC(=O)CN2C(=O)NC3(CCc4ccccc4C3)C2=O)sc2c1CCCCC2 (stereo unspecified) | · | 1.7%
COc1ccc(C(C(=O)Nc2ccc(C(C)C)cc2)N(C)C(=O)CNC(C)=O)cc1 (stereo unspecified) | -5 | -1.8%
C/C(N)=N\S(=O)(=O)c1ccc(Cl)cc1 | · | 4.8%
CC(CCc1ccco1)NC(=O)Cn1ncc2c1-c1ccccc1OC2 (stereo unspecified) | -5 | 3.8%
CN(C)S(=O)(=O)c1ccc(C(=O)NCC(=O)N/N=C/c2cccs2)cc1 | -7 | -0.6%
COc1ccccc1OCc1ccc(C(=O)NCc2ccco2)o1 | 15 | -3.7%
CC(C)(C)c1ccc(C(=O)OCC(=O)Nc2sc3c(c2C#N)CCC3)cc1 | · | 2.9%
CN(C)C(=O)CSc1nc2ccc(N3C(=O)c4ccccc4C3=O)cc2s1 | · | 5.2%
Cc1ccccc1NC(=O)c1ccccc1NC(=O)c1ccco1 | 15 | -4.7%
CCCc1cc(=O)[nH]c(SCCOc2ccc(OCC)cc2)n1 | 6 | 3.0%
CC(=O)Nc1ccc(NC(=O)CSc2nnc(C)c(=O)n2N)cc1 | -10 | -1.3%
CC(C)NC(=S)N/N=C/C1=CCC2CC1C2(C)C (stereo unspecified) | 54 | -7.1%
O=P(Cc1ccncc1)(c1ccccc1)c1ccccc1 | 6 | -2.2%
COc1cc(-c2nnc(SCc3cccnc3)n2C)cc(OC)c1O | · | 4.1%
CN(C)S(=O)(=O)c1ccc(Cl)c(C(=O)Nc2cccc([N+](=O)[O-])c2)c1 | -13 | 0.9%
CC(C)CN(Cc1c(O)ccc2ccccc12)CC(C)C | 7 | -4.2%
Cc1cccc(NC(=O)c2sc3nc(-c4ccc(F)cc4)cn3c2C)n1 | · | -0.2%
CN(c1ccc(OCC(=O)N2CCN(C/C=C/c3ccccc3)CC2)cc1)S(=O)(=O)c1cccs1 | 10 | -3.3%
COC(=O)c1sc(NC(=O)CSc2nnc(C(C)C)n2C)nc1C | 4 | -4.3%
COc1cc([N+](=O)[O-])ccc1NC(=O)CSc1nc2ccccc2n1-c1ccccc1 | 8 | 8.9%
CCOC(=O)N1CCN(S(=O)(=O)c2ccc3c(c2)CCN3C(=O)C2CC2)CC1 | -6 | 0.1%
Cc1nn(-c2ccccc2)c(N)c1C1(O)C(=O)Nc2ccccc21 (stereo unspecified) | -7 | ·
CCOC(=O)/C(=C/c1ccc(F)cc1)NC(C)=O | 12 | -0.1%
CCCCCn1c(=S)[nH]c2ncccc2c1=O | · | 7.1%
CCOCC(=O)Nc1cc(C(=O)Nc2ccc(F)cc2)ccc1Cl | 6 | -3.0%
COc1cc(C(=O)NCCCNc2nc3cc(C)cc(C)c3cc2C#N)cc(OC)c1OC | 0 | 3.4%
CCN(Cc1ccccc1)C(=O)CN1C(=S)NC(C)(C)CC1C (stereo unspecified) | 2 | -7.5%
CC(C)C(=O)NC(=S)Nc1ccccn1 | -9 | -2.6%
O=C(CSc1nc(-c2ccco2)cc(C(F)(F)F)n1)N1CCN(Cc2ccccc2)CC1 | 0 | 7.7%
Cc1cc(C)c(NC(=S)NC(=O)c2ccc(-c3ccccc3)cc2)c(C)c1 | -5 | -4.3%
COC(=O)C1=C(C)n2nnnc2NC1c1ccc(Cl)cc1 (stereo unspecified) | · | -3.7%
Cn1c(Cn2c(=O)sc3ccccc32)nnc1SCC(=O)NC1CCCC1 | 12 | 0.5%
COc1ccc(-c2c/c(=N\c3nc(-c4ccccc4)c(C)s3)c3ccccc3o2)cc1O | · | -1.1%
COC(=O)c1cncc(C)c1 | 3 | 0.8%
COc1ccc(C2=Nn3c(nnc3-c3cccnc3)SC2)cc1OC | · | -2.5%
CC(C)CNC(=O)C1CCN(c2ccc(S(=O)(=O)N3CCOCC3)cc2Cl)CC1 | 8 | -4.3%

One compound at a time (already shown). Screens in order: RmlCD inh 1536	GlmU inhibition
Cc1cc(C)c(NC(=S)NC(=O)c2ccc(-c3ccccc3)cc2)c(C)c1 as listed: -5	-4.3%
O=C(CSc1nc(-c2ccco2)cc(C(F)(F)F)n1)N1CCN(Cc2ccccc2)CC1 as listed: 0	7.7%

Next entries
SMILES | RmlCD inh 1536 | GlmU inhibition
Nc1nc(SCc2nc(-c3ccccc3)no2)[nH]c(=O)c1-c1ccccc1 | -2 | 3.2%
Cc1ccc2nc(C3CCN(S(=O)(=O)c4ccc5ccccc5c4)CC3)[nH]c2c1 | 11 | 0.5%
CSc1ccccc1C(=O)NCc1ccc(C)cc1 | 4 | 0.5%
Cc1ccc(NCc2nnc(SCC(=O)Nc3ncc(C)s3)n2Cc2ccco2)c(C)c1 | · | 3.2%
